# Source: PubChem BioAssay (several laboratories)
# Rac1 GTP hydrolysis – MgcRacGAP GTPase-activating activity inhibitors, confirmation, biochemical, ADP Hunter fluorescence; AID 624330; MgcRacGAP-stimulated Rac1 GTP hydrolysis, ADP Hunter fluorescence; higher % means a stronger effect; GST-tagged Rac1 F28L mutant substrate; inhibition, % at 30 µM, or IC50 in µM where a hit was titrated; hit rate 0.6% among 340,000;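 active = first-screen hits whose inhibition reached a set limit at any dose in the follow-up dose series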;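 also: fluorescence reports GDP produced by GAP-driven GTP hydrolysis; strong numbers were not always called active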
# Siah-1 displacement – blockers of Siah-1 interaction with plectin peptide – biochemical, fluorescence polarization, rhodamine-plectin, uHTS, primary screen (AID 1817) | hit rate 0.02% among 290,000 | displacement, % at 20 µM; hits with a dose series show IC50 in µM | Siah-1 / rhodamine-plectin peptide fluorescence polarization; higher % means a stronger effect;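 active = displacement of at least 50% at 20 µM, with a fluorescence ratio check between 0.3 and a set limit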;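 also: plate controls were Siah plus tracer with DMSO for no effect and tracer alone without Siah for full effect; strong numbers were not always called active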
# HIV fusion peptide – cell-free HIV fusion peptide-binding blockers – biochemical, uHTS, fluorescence dequenching, primary screen (AID 1986). cell-free peptide binding, fluorescence dequenching, 30 min; higher % means a stronger effect. one-dose inhibition, % at 20 µM; IC50 in µM for titrated hits. hit rate 0.3% among 290,000; in the data active = inhibition mostly above about 52%, no sharp cut-off; inactive = mostly below about 76%; also: some results filed as inactive read as strong as hits
# Salmonella PhoP GFP – PhoP-dependent GFP reporter repression – Salmonella Typhimurium, primary screen (AID 1863); hit rate 0.16% among 300,000; one-dose inhibition, % at 50 µM; IC50 in µM for titrated hits; S. Typhimurium PhoP-regulated promoter GFP reporter, 4 h; higher % means a stronger effect;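 active = inhibition over 29.93%, a cutoff 3 SD above the screen mean, later confirmed by dose response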;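 also: 0% = low Mg2+ inducing control and 100% = high Mg2+ repressing control; strong numbers were not always called active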
# GPR35 antagonists – inhibition of zaprinast-stimulated GPR35 beta-arrestin translocation – imaging, U2OS, beta-arrestin-GFP, zaprinast agonist, primary screen (AID 2058) | U2OS GPR35 beta-arrestin-GFP translocation imaging, zaprinast antagonism; higher % means a stronger effect | inhibition, % at 10 µM, or IC50 in µM where a hit was titrated | hit rate 0.052% among 290,000;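 active = inhibition of at least 50% with at least 30 cells and total cytoplasm GFP at most 10,000,000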
# LYP inhibition – inhibitors of LYP phosphatase, biochemical, fluorescence intensity, uHTS (AID 1779) | recombinant LYP phosphatase, fluorescence intensity; higher % means a stronger effect | inhibition, % at 11.5 µM, or IC50 in µM where a hit was titrated | hit rate 0.054% among 290,000; in the data active = inhibition above about 50%;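 also: plate controls were vehicle with enzyme for no effect and no enzyme for full effect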
# GPR55 antagonists – GPR55 antagonists blocking LPI-driven arrestin recruitment, primary screen, imaging, U2OS, beta-arrestin-GFP, LPI agonist (AID 2013); one-dose inhibition, % at 10 µM; IC50 in µM for titrated hits; U2OS GPR55 beta-arrestin-GFP translocation imaging, LPI antagonism; higher % means a stronger effect; hit rate 0.13% among 290,000;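 active = spots per cell inhibited over 60%, with over 100 cells counted and total cytoplasm intensity under 500,000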;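 also: U2OS cells stably carrying GPR55 and arrestin-GFP stimulated by 5 µM LPI near EC80; imaged beta-arrestin-GFP aggregate spots per cell after agonist stimulation; plate controls were LPI-stimulated DMSO wells for no effect and DMSO wells without LPI for full effect; some results filed as inactive read as strong as hits; confirmed hits need IC50 under 10 µM and bright autofluorescent wells are also inconclusive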
# Myeloid diff MLP – myeloid differentiation induction; calls only at 10 µM; ER-HoxA9 myeloid progenitors, lysozyme-GFP differentiation, flow cytometry; AID 624256; hit rate 1% among 360,000;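 active = normalized GFP-positive differentiation at or above the plate's own cutoff, the solvent-only control mean plus 3 SD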;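 also: cells exposed to compound for four days before flow analysis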
# NTR1 ag – NTR1-driven beta-arrestin-GFP spot formation – imaging, U2OS cells, high content, primary screen (AID 493036); P30989; agonist mode; activation, % at 20 µM; hit rate 0.17% among 330,000;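 active = activation at or above 40% of the spot to cytoplasm intensity ratio, with at least 20 cells analyzed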;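 also: 0% = DMSO without peptide and 100% = 100 nM NTR1 peptide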
# Target sequence (P30989 whole entry, looked up): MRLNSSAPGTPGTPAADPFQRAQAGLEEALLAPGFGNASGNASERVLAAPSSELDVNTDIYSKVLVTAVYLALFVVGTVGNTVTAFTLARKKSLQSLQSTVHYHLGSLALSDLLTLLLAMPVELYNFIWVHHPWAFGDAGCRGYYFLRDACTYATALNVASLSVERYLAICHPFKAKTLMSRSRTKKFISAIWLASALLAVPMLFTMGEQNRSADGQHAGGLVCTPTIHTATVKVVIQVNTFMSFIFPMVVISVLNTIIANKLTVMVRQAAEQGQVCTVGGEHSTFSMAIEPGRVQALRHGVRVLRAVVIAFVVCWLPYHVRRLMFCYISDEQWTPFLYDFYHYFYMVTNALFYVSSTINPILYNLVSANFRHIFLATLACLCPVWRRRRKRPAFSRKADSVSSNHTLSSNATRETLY
# NTR1 ag cell count 20 µM – further read-out of NTR1 ag, marked with its call; cell count; measured here: cell count, cytotoxicity flag
# Myeloid diff MLP GFP+ MAC1+ % – also measured in Myeloid diff MLP; calls as there; GFP+ MAC1+ double positive, %; measured here: differentiation confirmed by MAC1 staining
# The depositor's hits bear a star; i = inactive; / = not tested or not shown; + = active, no number.
SMILES,Rac1 GTP hydrolysis,Siah-1 displacement,HIV fusion peptide,Salmonella PhoP GFP,GPR35 antagonists,LYP inhibition,GPR55 antagonists,Myeloid diff MLP,Myeloid diff MLP GFP+ MAC1+ %,NTR1 ag,NTR1 ag cell count 20 µM
O=C(N/N=C/C=C\c1ccccc1[N+](=O)[O-])c1ccccn1,8%,-2%,-2.7%,-8%,-4%,-4%,-3%,i,0.1,-0.5,69
Cc1ccc(S(=O)(=O)N2CCN(c3ncccn3)CC2)c(C)c1,0%,-4%,0.8%,4%,-2%,-7%,-2%,i,0.5,0.1,58
COc1ccc2[nH]c(C(O)(Cc3cccnc3)Cc3cccnc3)cc2c1,1%,11%,0.0%,-9%,-7%,3%,6%,i,0.7,-0.4,49
O=S(=O)(c1cc(Cl)ccc1Br)N1CCCCC1,2%,2%,-1.0%,13%,8%,-4%,8%,i,0.8,2.2,73
COc1ccc(C2C(C#N)=C(N)N(c3ncn[nH]3)C3=C2C(=O)CCC3)cc1 (centres undefined),4%,-3%,9.5%,2%,1%,-7%,3%,i,0.3,-1.4,93
COc1cc(C2C(C#N)=C(C)NC3=C2C(=O)c2ccccc23)cc(OC)c1OC (centres undefined),5%,41%,3.5%,-6%,-4%,18%,-11%,+,15*,1.7,48
CN1CCCCc2c1nc1ccccc1c2N (tested in a mixture with another compound),-7%,4%,-0.8%,9%,26%,-10%,4%,i,3.1,-1.8,88
O=C(Cn1c(NCCO)nc2ccccc21)c1ccco1,-2%,4%,-0.5%,4%,4%,0%,5%,i,15,1.2,46
Cn1nc(C(=O)NCCc2ccc(Cl)cc2)c2c1-c1ccccc1S(=O)(=O)C2,5%,-1%,3.1%,-2%,-7%,-8%,-10%,i,0.5,0.7,62
O=S(=O)(NC1CCCCC1N1CCCCC1)c1ccccc1 (centres undefined),7%,7%,0.7%,0%,-17%,-5%,8%,i,0.8,0.2,85
Cc1cc(C)c(C)c(S(=O)(=O)Nc2ccccc2C(=O)NCCCN2CCOCC2)c1C,15%,2%,0.8%,-6%,-6%,-4%,6%,i,0.2,0.2,63
CCC1CCCCN1C(=O)Cn1c(C(=O)OC)cc2ccsc21 (centres undefined),6%,1%,0.5%,-4%,-4%,-4%,31%,i,5.9,-0.6,72
NS(=O)(=O)c1ccc(NC(NC(=O)c2cccnc2)C(Cl)(Cl)Cl)cc1 (centres undefined),9%,3%,3.5%,-3%,2%,-11%,6%,i,0.5,0.4,39
Cc1cc(C)c2c(CN3CCCCC3C)cc(=O)oc2c1 (centres undefined),6%,5%,0.9%,2%,-5%,-4%,-3%,i,0.1,3.2,91
CCSC1=NCCN1C(=O)c1ccc(S(=O)(=O)N(CC)CC)cc1,11%,7%,1.3%,2%,8%,-5%,5%,i,0.2,0.4,89
Cc1ccc(S(=O)(=O)N2CCN(C(=O)C3CSC4(C)CCC(=O)N34)CC2)cc1C (centres undefined),5%,/,/,-6%,/,/,/,i,0.5,0.0,63
CCOC(=O)c1sc(=NC(=O)c2ccc(Cl)s2)n(C)c1C,1%,3%,-1.2%,-7%,11%,0%,9%,i,0.6,4.0,62
COc1ccc(-n2nnnc2SCC(=O)NC2CCCC2)cc1OC,3%,-1%,-0.4%,4%,-3%,-8%,65%,i,0.4,-0.8,42
NNc1nc2sc3c(c2c(=O)n1Cc1ccccc1)CCC3,11%,22%,24%,/,-14%,-3%,4%,i,0.4,0.6,42
O=C(CSc1nc(-c2ccccc2)c(-c2ccccc2)o1)Nc1nnc(-c2ccccc2)s1,9%,-3%,-1.7%,2%,13%,-2%,7%,i,2.3,6.1,92
CC(C)c1nnc(NC(=O)CN(C)S(=O)(=O)c2ccc3c(c2)OCCO3)s1,12%,4%,0.9%,11%,13%,-9%,2%,i,0.7,1.0,53
COc1ccc(S(=O)(=O)N2CCOC23CCN(S(=O)(=O)c2ccc(F)cc2)CC3)cc1,3%,/,/,7%,/,/,/,i,1.1,2.1,60
Cc1cccnc1N(C(=O)Nc1ccccc1)C1=NCC(C)(C)S1,7%,12%,0.0%,30%,-14%,-7%,11%,i,0.8,-5.1,79
COC(=O)C1=C(C)N=C2SC(C#N)=C(N)N2C1c1ccc(OCc2ccccc2)cc1 (centres undefined),12%,2%,-1.1%,-9%,-8%,6%,-4%,i,1.0,4.9,47
Cc1occc1C(=O)NNC(=O)c1nn(C)c(=O)c2ccccc12,12%,3%,-3.9%,3%,1%,0%,3%,i,0.4,-1.4,74

# Quoted from the listing:
# COc1ccc(S(=O)(=O)N2CCOC23CCN(S(=O)(=O)c2ccc(F)cc2)CC3)cc1 in Myeloid diff MLP GFP+ MAC1+ % → 1.1
# CC(C)c1nnc(NC(=O)CN(C)S(=O)(=O)c2ccc3c(c2)OCCO3)s1 in LYP inhibition → -9%

# More compounds follow.
SMILES,Rac1 GTP hydrolysis,Siah-1 displacement,HIV fusion peptide,Salmonella PhoP GFP,GPR35 antagonists,LYP inhibition,GPR55 antagonists,Myeloid diff MLP,Myeloid diff MLP GFP+ MAC1+ %,NTR1 ag,NTR1 ag cell count 20 µM
CC(=O)Nc1ccc(S(=O)(=O)N2CCOCC2)cc1,8%,-1%,2.9%,2%,-4%,-8%,-1%,i,1.0,-1.0,84
O=C(O)c1cc(N/N=C/c2ccc(-c3ccccc3)cc2)ccc1Cl,6%,-3%,16µM*,-6%,-4%,3%,3%,i,0.9,/,/
O=C1CC(c2ccccc2)Cc2nc(NC3CC3)ncc21 (centres undefined),3%,2%,1.0%,-5%,-7%,0%,-6%,i,0.6,2.6,41
COc1ccc(-c2ccc(C#N)c(SCC(=O)Nc3sc4c(c3C#N)CCC4)n2)cc1OC,9%,12%,1.0%,-2%,-5%,-9%,12%,i,15,3.3,91
O=c1[nH]cnc(O)c1C(c1ccc(Br)cc1)c1c(O)nc[nH]c1=O,7%,-3%,5.3%,0%,26%,-7%,5%,i,0.5,-0.7,54
COc1cc(C)nc(SCC(N)=O)n1,11%,2%,-0.2%,-10%,14%,-4%,-6%,i,0.7,0.4,45
O=c1c2ccccc2nc2c3ccccc3cnn12,0%,2%,-0.1%,-7%,16%,-4%,14%,i,1.8,0.3,40
CC(=O)Nc1ccc(Nc2nnc(-c3ccc(O)cc3)c3ccccc23)cc1,16%,1%,-1.1%,3%,8%,-5%,7%,i,1.4,0.7,53
O=C(CCc1ccccc1)Nc1nc2ccc(S(=O)(=O)N3CCOCC3)cc2s1,4%,1%,-1.2%,30%,12%,-1%,4%,i,1.1,-0.2,60
O=C(NCc1ccccc1)N1CCC(CO)(CCc2ccccc2)CC1,1%,15%,-0.2%,20%,-2%,-9%,11%,i,0.3,-1.3,74
N#C/C(=N\Nc1cccc(C(F)(F)F)c1)C(=O)c1csc(-c2cccnc2)n1,12%,13%,55%,-6%,-15%,2%,-4%,i,1.0,4.5,44
Cc1cccc(NS(=O)(=O)c2cc(C(=O)N3CCc4ccccc4C3)ccc2Cl)c1C,1%,-1%,-0.7%,3%,-20%,2%,23%,i,5.9,9.6,53
Cc1cccc(OCC(=O)Nc2ccc3oc(=O)ccc3c2)c1C,5%,-2%,-1.8%,1%,27%,-1%,11%,i,0.9,0.4,49
O=C(O)CCC(=O)N1N=C(c2c(-c3ccccc3)c3cc(Cl)ccc3[nH]c2=O)CC1c1ccco1 (centres undefined),15%,26%,13%,-2%,1%,3%,7%,i,0.4,0.3,48
O=C(CCn1c(=O)oc2ccccc21)N1CCCCCC1,4%,1%,0.8%,2%,-16%,-6%,-3%,i,0.6,-0.5,81
CS(=O)(=O)N(CC(=O)Nc1ccc(F)cc1F)c1cccc([N+](=O)[O-])c1,12%,3%,0.1%,6%,4%,-4%,19%,i,0.6,-0.4,70
CCC1=NN=C(c2ccc(F)cc2)C(c2c[nH]c3ccccc23)N1O (centres undefined),4%,-3%,0.6%,3%,-5%,-6%,56%,i,1.1,2.0,69
NC(=O)[C@H](Cc1cc2ccccc2s1)NC(=O)[C@@H]1CC2(CC(c3cccc(NC(=O)[C@@H]4CCC(=O)N4)c3)=NO2)CN1C(=O)c1ccccc1 (some centres undefined),2%,2%,-0.3%,4%,6%,-7%,6%,i,1.4,-3.1,62
O=C(CSc1nncn1-c1ccccc1)Nc1c(F)cccc1F,-2%,3%,0.4%,1%,-3%,-7%,10%,i,0.9,-2.3,39
CCc1ccc(NC(=O)C(=O)N/N=C(\C)CC(=O)Nc2ccc(OC)cc2)cc1,1%,1%,-2.2%,-6%,-2%,6%,9%,i,0.4,-0.7,47
[O-]/C(=C(\C(=S)NCc1ccccc1)[n+]1ccccc1)c1ccc(Cl)s1,6%,20%,17%,-6%,0%,-8%,4%,i,0.4,-1.0,22
O=C(N/N=C/c1ccccn1)c1c[nH]c2ccccc12,-2%,2%,-0.3%,14%,-6%,-2%,12%,i,0.3,1.6,56
COc1cc([N+](=O)[O-])ccc1N1C(=O)C2C3C=CC(C4CC34)C2C1=O (centres undefined),2%,1%,0.0%,-7%,1%,-6%,4%,i,0.2,0.6,42
O=C(NCCCN1CCCCC1)C1CCC(CNS(=O)(=O)c2cccc3nsnc23)CC1 (centres undefined),7%,10%,-0.8%,-4%,18%,-12%,2%,i,0.9,0.5,86
Nc1cc(N)nc(SCC(=O)Nc2ccc3c(c2)OCCCO3)n1,-4%,-2%,-1.2%,44%,9%,0%,-16%,i,1.6,-3.0,74
Cc1noc(/C=C/c2ccco2)c1S(=O)(=O)N1CCC(C(=O)Nc2ccc(Cl)cn2)CC1,11%,11%,43%,5%,-6%,10%,4%,i,1.0,0.3,65
C[C@H](NC(=O)C1CCN(S(=O)(=O)c2ccccc2)CC1)C(=O)NCc1ccco1,-9%,-2%,0.2%,-7%,15%,-6%,-10%,i,1.7,0.4,68
CC(=O)Nc1ccc(NC(=O)C(C)OC(=O)CCc2c[nH]c3ccccc23)cc1 (centres undefined),5%,/,/,2%,/,/,/,i,1.4,-0.5,60
O=S(=O)(c1cccs1)N1CN(Cc2ccco2)c2nc3ccccc3nc21,5%,8%,20%,-5%,8%,-3%,-1%,i,0.3,0.3,68

# Outcome played no part in choosing rows, and some 2.4% of all compounds hit somewhere here.
